From PubChem
HTT aggregate: reduces HttQ103-GFP aggregates in PC12 cells; PC12 HttQ103-GFP aggregates, Acumen cytometry, 40 h; AID 1688; 1.1% of 220,000 active; Potency, µM (top dose mostly 46.1 µM), without a hit: top-dose activity change, negative = inhibition, hits mostly inhibitors; further: potency means the concentration at half of the fitted maximal effect; on the % scale 0 is the no-effect control and ±100 the full control effect; nearly all actives have a fitted effect of over 60% in size
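Aggregate formation scored by laser-scanning cytometer (488 excitation, 500–530 emission) in lysed PC12 cells expressing Q103-GFP after 100 nM tebufenozide induction; library tested in dose series, with ATPLite reagent added in the multiplex.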
IMPase Li inh: membrane-permeable IMPase blocker, potentiated with lithium | CHO-M1 cells, IP1 TR-FRET (IP-One), carbachol + lithium | Potency, µM (series often up to 59.4 µM), without a hit: top-dose activity, negative = IMPase inhibition, actives largely listed as inhibitors | 0.35% of 210,000 active | AID 1457;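 further: IP1 builds up when IMPase is blocked and the TR-FRET signal falls; potency means the concentration at half of the fitted maximal effect; plate controls were basal vehicle for no effect and high inhibitor control for full effect; nearly all actives have a fitted effect of over 50% in size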
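IP1 accumulation measured by competitive TR-FRET in lysed CHO-M1 cells after 30 min compound exposure at 37C, with a small lithium addition to potentiate weak responses. Hill-equation AC50 from ratio and donor-channel data.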
KinaseGlo FLuc: Kinase-Glo luciferase inhibition (counter-screen). Q27757. Kinase-Glo luciferase, ATP luminescence, 8 min. Potency, µM (titrated, usually from 38.3 µM), inactives show at the highest dose activity change, negative = inhibition, actives largely listed as inhibitors. 0.28% of 200,000 active. AID 1379; further: potency means the concentration at half of the fitted maximal effect; on the % scale 0 is the no-effect control and ±100 the full control effect; nearly all actives have a fitted effect of over 60% in size
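Kinase-Glo luciferase light output from ATP and luciferin was measured with 10 uM ATP, within the enzyme's linear range. Buffer: 50 mM imidazole pH 7.2, 50 mM KCl, 7 mM MgCl2, 0.01% Tween 20, 0.05% BSA; luminescence read after 8 min at ambient temperature.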
NPSR antag: blocks cAMP signaling of the human neuropeptide S receptor; Q6W5P4; CHO-NPSR cells, cAMP TR-FRET, antagonist mode; Potency, µM (highest dose often 38.3 µM), inactives show at the highest dose activity change, negative = inhibition, actives largely listed as inhibitors; 1% of 220,000 active; further: potency means the concentration at half of the fitted maximal effect; on the % scale 0 is the no-effect control and ±100 the full control effect; nearly all actives have a fitted effect of over 50% in size; many of its hits are not listed in these tables
Target sequence (Q6W5P4 whole entry, looked up): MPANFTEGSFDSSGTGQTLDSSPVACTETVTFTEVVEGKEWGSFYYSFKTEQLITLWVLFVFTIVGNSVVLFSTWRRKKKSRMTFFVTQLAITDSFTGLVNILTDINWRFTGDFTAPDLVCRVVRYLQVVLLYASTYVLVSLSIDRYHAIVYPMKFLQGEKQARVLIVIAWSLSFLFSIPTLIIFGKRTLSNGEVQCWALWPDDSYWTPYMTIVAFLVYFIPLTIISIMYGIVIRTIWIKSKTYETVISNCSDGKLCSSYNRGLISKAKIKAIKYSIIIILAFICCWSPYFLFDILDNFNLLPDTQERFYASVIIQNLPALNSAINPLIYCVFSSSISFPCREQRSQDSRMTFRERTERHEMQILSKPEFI
Epigenetic reg: regulators of epigenetic silencing causing reporter derepression in mouse cells; 0.2% of 280,000 active; AID 1865; Potency, µM (series often up to 53.9 µM), for inactives: top-dose GFP activation, most hits filed as activators; murine LDR cells, GFP reporter derepression, 30 h; further: potency means the concentration at half of the fitted maximal effect; % of control where 0% means no effect; nearly all actives have a fitted effect of over 60% in size
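Derepression of a silenced CMV-GFP reporter in murine LDR cells is scored by enumerating GFP-positive cells with a laser-scanning microplate cytometer after 30 hours of treatment at 37 C.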
CBFb RUNX1 block: CBF-beta/RUNX1 interaction disruption; Q01196+Q13951; AlphaScreen CBFb-His/RUNX1-biotin binding, biochemical; 230,000 tested, under 10 active; Potency, µM (series often up to 59.8 µM), inactives show top-dose activity, negative = inhibition, actives largely listed as inhibitors; AID 1477; further: % of control where 0% means no effect
Target sequence (Q01196 whole entry, looked up): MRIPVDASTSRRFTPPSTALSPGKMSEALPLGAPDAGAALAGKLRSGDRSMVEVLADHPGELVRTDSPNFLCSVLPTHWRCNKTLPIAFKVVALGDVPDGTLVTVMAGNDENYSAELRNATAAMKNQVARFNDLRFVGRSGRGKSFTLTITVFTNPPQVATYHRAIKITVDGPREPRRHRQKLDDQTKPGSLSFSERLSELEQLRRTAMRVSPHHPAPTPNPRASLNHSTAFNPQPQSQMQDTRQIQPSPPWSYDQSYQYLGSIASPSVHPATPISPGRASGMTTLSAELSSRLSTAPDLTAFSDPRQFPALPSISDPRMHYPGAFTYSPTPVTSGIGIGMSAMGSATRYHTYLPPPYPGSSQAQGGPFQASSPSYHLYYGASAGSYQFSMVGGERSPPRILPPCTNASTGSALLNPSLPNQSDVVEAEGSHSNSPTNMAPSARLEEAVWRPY
Target sequence (Q13951 whole entry, looked up): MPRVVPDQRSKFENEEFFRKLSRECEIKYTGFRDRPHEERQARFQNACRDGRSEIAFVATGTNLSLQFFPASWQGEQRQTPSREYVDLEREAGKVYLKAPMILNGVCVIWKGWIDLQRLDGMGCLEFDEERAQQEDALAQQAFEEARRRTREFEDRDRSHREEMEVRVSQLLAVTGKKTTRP
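Room-temperature protein-protein interaction test with 30 nM each of His-tagged CBF-beta and biotinylated RUNX1, 15 min with compound, then 90 min with nickel plus streptavidin beads. Signal read in AlphaScreen mode.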
LMNA splice mod: modulators of lamin A splicing; AID 1487; HeLa LMNA splicing GFP/RFP minigene ratio, 48 h; Potency, µM (series often up to 46.1 µM), for the others: at the top dose ratio change, negative = inhibition, usual class: inhibitors; 0.01% of 200,000 active; active means well fitted inhibition curve with a large enough effect in the signal ratio, with a control signal flat, not every such curve was filed as active; inconclusive means small, poorly fitted or top-dose-only effect, or effect the other way, or a change in a side signal; the % refers to the signal ratio; further: potency means the concentration at half of the fitted maximal effect; on the % scale 0 is the no-effect control and ±100 the full control effect
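S3 HeLa cells stably expressing lamin A-EGFP splicing minigene plus DsRed2, 600 cells/well, 48 h compound exposure at 37C. Laser-scanning cytometry; analysed as GFP (500-530 nm)/RFP (575-640 nm) total intensity ratio; 0.5% DMSO vehicle.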
Starred values were filed as active, the others as inactive; [ ] = dose if it differs, or a comment. Unless noted, the call rests on the fitted dose curve; in most records, active means well fitted curve in the direction sought with a large enough effect; inconclusive means small, poorly fitted or top-dose-only effect, or another doubt; inactive means no such curve, though single readings can be large; an effect the other way counts as inactive or inconclusive. This is a subset; count on the stated rates, not on these rows.

Results for O=C(NCc1ccccn1)c1nc(-c2cccs2)no1 ?
HTT aggregate: 21%; IMPase Li inh: -8%; KinaseGlo FLuc: 0%; NPSR antag: 9%; Epigenetic reg: -0.2%; CBFb RUNX1 block: 3%; LMNA splice mod: 10%[46 µM]

Results for COc1ccc(-c2c(NC(C)=O)n(C)c3ccccc3c2=O)cc1 ?
HTT aggregate: 6%; IMPase Li inh: -7%[38.3 µM]; KinaseGlo FLuc: 1%; NPSR antag: 2%[46.1 µM]; Epigenetic reg: 0.1%; CBFb RUNX1 block: 0%; LMNA splice mod: -5%

What do the screens show for `CC12COC3(P(=O)(c4ccccc4)c4ccccc4)CC1CCC23CP(=O)(c1ccccc1)c1ccccc1` (configuration not stated)?
HTT aggregate: 2%; IMPase Li inh: 4%; KinaseGlo FLuc: 4%; NPSR antag: inconclusive; Epigenetic reg: -2.5%; CBFb RUNX1 block: -6%; LMNA splice mod: -24%[46 µM]

How did Cc1ccc(NC(=S)NCCC2=CCCCC2)cc1 do in these assays?
HTT aggregate: 13µM*; IMPase Li inh: 12%; KinaseGlo FLuc: -2%; NPSR antag: -10%; Epigenetic reg: 2.1%; CBFb RUNX1 block: -7%

How did Cc1ccc(S(=O)(=O)Nc2cc(=O)[nH]c3c2CCC3)cc1 do in these assays?
HTT aggregate: 1%[9.22 µM]; IMPase Li inh: -8%; KinaseGlo FLuc: -1%[7.66 µM]; NPSR antag: 5%; Epigenetic reg: 1.3%; CBFb RUNX1 block: 4%

What do the screens show for `O=C(NC[C@@H]1CCCCN1)c1cc(OCC(F)(F)F)ccc1OCC(F)(F)F`?
IMPase Li inh: 0%; KinaseGlo FLuc: 3%[17.1 µM]; Epigenetic reg: 1.1%[16.9 µM]; CBFb RUNX1 block: -4%[21.7 µM]; LMNA splice mod: -11%

Results for O=C(O)COCC(=O)Nc1ccc2c(c1)CCC2 ?
HTT aggregate: -3%; IMPase Li inh: 5%[38.3 µM]; KinaseGlo FLuc: 2%; NPSR antag: 6%[46.1 µM]; Epigenetic reg: 0.0%; CBFb RUNX1 block: 2%; LMNA splice mod: 8%

What do the screens show for `Cc1c(NC(=O)CN2CCN(c3ccc(F)cc3)CC2)c(=O)n(-c2ccccc2)n1C`?
HTT aggregate: 29%[9.22 µM]; IMPase Li inh: 3%; KinaseGlo FLuc: 6%; NPSR antag: 4%; Epigenetic reg: -1.1%; CBFb RUNX1 block: 4%; LMNA splice mod: 11%[46 µM]

What do the screens show for `N#CC1=C(N)C(C#N)(C#N)[C@H](c2ccncc2)[C@H]2CC3(CC=C12)OCCO3`?
HTT aggregate: -5%; NPSR antag: -11%[46.1 µM]; Epigenetic reg: 1.3%; CBFb RUNX1 block: 7%; LMNA splice mod: 0%

How did O=C(Oc1ccc2c(c1)OCO2)c1ccc(F)cc1Cl do in these assays?
HTT aggregate: -2%[9.22 µM]; IMPase Li inh: 21%[38.3 µM]; KinaseGlo FLuc: inconclusive; NPSR antag: -29%[46.1 µM]; Epigenetic reg: -0.7%; CBFb RUNX1 block: 3%; LMNA splice mod: -5%

How did CCN(CC)S(=O)(=O)c1ccc(N2CCCC2)c(NS(=O)(=O)c2ccccc2)c1 do in these assays?
HTT aggregate: 1%; IMPase Li inh: 13%; KinaseGlo FLuc: -2%; NPSR antag: -21%; Epigenetic reg: -1.1%; CBFb RUNX1 block: 1%; LMNA splice mod: 16%

What do the screens show for `CC(C)(C)C(=O)CSc1nc2ccccc2o1`?
HTT aggregate: 1%; IMPase Li inh: 1%; KinaseGlo FLuc: -2%; NPSR antag: -10%; Epigenetic reg: -1.5%; CBFb RUNX1 block: 8%; LMNA splice mod: -12%[46 µM]

How did O=C(NCc1csc(-c2ccccc2)n1)c1cc(F)cc2c1OCOC2 do in these assays?
HTT aggregate: -9%[9.22 µM]; NPSR antag: 18%; Epigenetic reg: 0.0%; CBFb RUNX1 block: -1%; LMNA splice mod: -3%[46 µM]

What do the screens show for `CCCCCCOc1ccc(N2C(=O)CC(N3CCC(C(=O)OCC)CC3)C2=O)cc1` (configuration not stated)?
HTT aggregate: 17%; IMPase Li inh: -1%; KinaseGlo FLuc: 1%; NPSR antag: -6%[46.1 µM]; Epigenetic reg: -0.9%; CBFb RUNX1 block: 0%; LMNA splice mod: 5%

Results for COc1ccc(CCNS(=O)(=O)c2ccc(F)cc2)cc1OC ?
HTT aggregate: 21%; IMPase Li inh: -20%[38.3 µM]; KinaseGlo FLuc: 4%; NPSR antag: -23%[46.1 µM]; Epigenetic reg: 4.1%; CBFb RUNX1 block: -3%; LMNA splice mod: 11%

Among those listed so far, 2 have an aryl methoxy group:
Results for COc1ccc(-c2c(NC(C)=O)n(C)c3ccccc3c2=O)cc1 ?
HTT aggregate: 6%; IMPase Li inh: -7%[38.3 µM]; KinaseGlo FLuc: 1%; NPSR antag: 2%[46.1 µM]; Epigenetic reg: 0.1%; CBFb RUNX1 block: 0%; LMNA splice mod: -5%

Results for COc1ccc(CCNS(=O)(=O)c2ccc(F)cc2)cc1OC ?
HTT aggregate: 21%; IMPase Li inh: -20%[38.3 µM]; KinaseGlo FLuc: 4%; NPSR antag: -23%[46.1 µM]; Epigenetic reg: 4.1%; CBFb RUNX1 block: -3%; LMNA splice mod: 11%

Next section
How did CCn1cc(CNC(=O)CCSc2nc(-c3ccco3)cc(C(F)(F)F)n2)cn1 do in these assays?
HTT aggregate: -11%[9.22 µM]; IMPase Li inh: 0%[38.3 µM]; KinaseGlo FLuc: 2%; NPSR antag: -19%[46.1 µM]; Epigenetic reg: 0.6%; CBFb RUNX1 block: -2%; LMNA splice mod: 0%

Results for COc1ccc(-c2cn(-c3ccc(OC)cc3)c(=S)[nH]2)cc1 ?
HTT aggregate: -24%; IMPase Li inh: inconclusive; KinaseGlo FLuc: 2%; NPSR antag: -4%; Epigenetic reg: 2.0%; CBFb RUNX1 block: 0%; LMNA splice mod: -11%

What do the screens show for `COc1cc(C#N)c(NC(=O)CN2CCC(C(N)=O)CC2)cc1OC`?
HTT aggregate: -13%; IMPase Li inh: inconclusive; KinaseGlo FLuc: -4%; NPSR antag: 4%; Epigenetic reg: -1.1%; CBFb RUNX1 block: -1%

How did CCCNS(=O)(=O)c1ccc(CCC(=O)N2CCN(c3ccc(OC)cc3)CC2)cc1 do in these assays?
HTT aggregate: inconclusive; IMPase Li inh: 19%[38.3 µM]; KinaseGlo FLuc: 3%; NPSR antag: -18%[46.1 µM]; Epigenetic reg: 2.8%; CBFb RUNX1 block: -5%; LMNA splice mod: inconclusive

What do the screens show for `COc1ccc(C2=CC(c3ccc(F)cc3)n3nnnc3N2)cc1` (configuration not stated)?
HTT aggregate: 8%; IMPase Li inh: -7%[38.3 µM]; KinaseGlo FLuc: -2%; NPSR antag: -11%[46.1 µM]; Epigenetic reg: 2.7%; CBFb RUNX1 block: 7%; LMNA splice mod: -11%

How did COc1ccc(NC(=O)c2cc(-c3ccc(C)o3)nc3ccccc23)cc1OC do in these assays?
HTT aggregate: 19%; IMPase Li inh: 21%[38.3 µM]; KinaseGlo FLuc: 6.3µM*; NPSR antag: inconclusive; Epigenetic reg: -2.0%; CBFb RUNX1 block: -8%; LMNA splice mod: -9%

How did COc1ccc(OC)c(NC(=S)NN2CCN(C)CC2)c1 do in these assays?
HTT aggregate: inconclusive; IMPase Li inh: 12%[38.3 µM]; KinaseGlo FLuc: 2%; NPSR antag: 11%[46.1 µM]; Epigenetic reg: 0.0%; CBFb RUNX1 block: 12%; LMNA splice mod: -9%

What do the screens show for `Cc1ccc(S(=O)(=O)N2CCC(C(=O)NNC(=O)c3ccncc3)CC2)cc1`?
HTT aggregate: 2%[9.22 µM]; IMPase Li inh: 0%; KinaseGlo FLuc: -1%; NPSR antag: -13%; Epigenetic reg: 4.4%; CBFb RUNX1 block: 4%; LMNA splice mod: -4%[46 µM]

How did Cc1ccccc1Cn1c2ccccc2c2cnn(CC(=O)NCc3ccco3)c(=O)c21 do in these assays?
HTT aggregate: -7%[9.22 µM]; NPSR antag: -33%; Epigenetic reg: 3.1%; CBFb RUNX1 block: 1%

Results for COc1ccc(N2C(=O)CCC2=O)cc1 ?
HTT aggregate: -5%; IMPase Li inh: 14%[38.3 µM]; KinaseGlo FLuc: -2%; NPSR antag: -8%[46.1 µM]; Epigenetic reg: 0.9%; CBFb RUNX1 block: -3%; LMNA splice mod: -3%

Results for O=C1/C(=C/c2cccnc2)Oc2cc(OS(=O)(=O)c3ccc(F)cc3)ccc21 ?
HTT aggregate: inconclusive; IMPase Li inh: 13%[38.3 µM]; KinaseGlo FLuc: -2%; NPSR antag: -27%[46.1 µM]; Epigenetic reg: 0.0%; CBFb RUNX1 block: 1%; LMNA splice mod: -8%

Results for O=C(CSc1nnc(-c2ccccn2)n1Cc1ccccc1)NC1CCCC1 ?
HTT aggregate: 17%; IMPase Li inh: 4%[38.3 µM]; KinaseGlo FLuc: -3%; NPSR antag: -25%[7.67 µM]; Epigenetic reg: 3.3%; CBFb RUNX1 block: 5%; LMNA splice mod: 3%

What do the screens show for `N/C(=N\OCC(=O)Nc1ccccc1)c1nonc1N`?
HTT aggregate: -4%; IMPase Li inh: 9%; KinaseGlo FLuc: 5%; NPSR antag: 9%; Epigenetic reg: -1.0%; CBFb RUNX1 block: 6%; LMNA splice mod: -1%

Results for O=C(O)c1cc(/C=N\O)ccc1OCc1ccccc1 ?
HTT aggregate: 19%; IMPase Li inh: -2%; KinaseGlo FLuc: 5%; NPSR antag: -14%[46.1 µM]; Epigenetic reg: 0.0%; CBFb RUNX1 block: 9%; LMNA splice mod: -8%

What do the screens show for `O=S(=O)(c1ccc(NC(=S)N/N=C/c2ccc(O)c(O)c2)cc1)N1CCOCC1`?
HTT aggregate: 2%[9.22 µM]; NPSR antag: -7%; Epigenetic reg: -1.6%; CBFb RUNX1 block: -17%

Results for O=C(CSc1n[nH]c(-c2ccco2)n1)Nc1sc2c(c1C(=O)Nc1ccccc1)CCCC2 ?
HTT aggregate: -2%; IMPase Li inh: 21%[38.3 µM]; KinaseGlo FLuc: -3%; NPSR antag: -12%[46.1 µM]; Epigenetic reg: -2.1%; CBFb RUNX1 block: 14%; LMNA splice mod: 5%

How did Cc1ccc(NC(=O)COC(=O)/C=C/c2ccco2)cc1S(=O)(=O)N(C)C do in these assays?
HTT aggregate: 15%; IMPase Li inh: 3%; KinaseGlo FLuc: -1%; NPSR antag: 19%; Epigenetic reg: 0.0%; CBFb RUNX1 block: -5%; LMNA splice mod: -13%
